From PubChem BioAssay
RmlCD inh 1536 – M. tuberculosis RmlC/RmlD coupled enzyme inhibitors, primary screen, biochemical, compound mixtures, 384-well, from 1536-well plates | inhibition, % at 3.6 µM | hit rate 0.03% among 160,000 | AID 1533, 2009 | RmlC+RmlD coupled enzyme assay, percent inhibition; primary screen in compound mixtures; in the data active means inhibition mostly above about 34%, no sharp cut-off; further: some results filed as inactive read as strong as hits
Target sequence (P9WH09 whole entry, looked up): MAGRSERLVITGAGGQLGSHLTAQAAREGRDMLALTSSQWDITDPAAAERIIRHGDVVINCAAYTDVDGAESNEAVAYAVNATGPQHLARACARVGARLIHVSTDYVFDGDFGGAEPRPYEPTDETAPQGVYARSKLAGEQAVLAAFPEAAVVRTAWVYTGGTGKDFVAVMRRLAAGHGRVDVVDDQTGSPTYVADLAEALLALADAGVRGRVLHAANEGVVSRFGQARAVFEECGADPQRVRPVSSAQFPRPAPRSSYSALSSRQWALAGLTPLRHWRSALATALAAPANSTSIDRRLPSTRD
Target sequence (P9WH11 whole entry, looked up): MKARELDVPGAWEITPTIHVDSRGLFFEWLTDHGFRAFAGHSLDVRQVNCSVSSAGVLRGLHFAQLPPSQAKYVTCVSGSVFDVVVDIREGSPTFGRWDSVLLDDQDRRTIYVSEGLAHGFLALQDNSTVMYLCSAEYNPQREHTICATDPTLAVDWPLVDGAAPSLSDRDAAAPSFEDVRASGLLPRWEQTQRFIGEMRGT
GlmU inhibition – inhibition of mycobacterial GlmU enzyme – biochemical, glucosamine-1-phosphate acetyltransferase (AID 1376) | Bifunctional protein GlmU (Mycobacterium tuberculosis (strain ATCC 25618 / H37Rv)) | M. tuberculosis GlmU acetyltransferase enzyme assay; higher % means a stronger effect | one-dose inhibition, %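 (tested at 30 µM in the primary screen)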; IC50 in µM for titrated hits | hit rate 0.25% among 220,000; in the data active means inhibition above about 13%;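 further: 0% = complete reaction with vehicle and 100% = reaction without substrate; strong numbers were not always called active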
Active calls of the source: *; nt = not tested or not shown. Some of the compounds tested; count on the stated rates, not on these rows.

structure | RmlCD inh 1536 | GlmU inhibition
COc1ccc(CCNC(=O)/C=C\c2ccccc2)cc1OC | -5.4 | 0.6%
CCCCN(N=Nc1nonc1OC)c1nonc1OC | -3.0 | 1.0%
O=C(CN1CCN(c2ncc(C(F)(F)F)cc2Cl)CC1)NC(=O)NCc1ccccc1 | -7.8 | 4.4%
S=C(Nc1ccccc1)N1CCn2cccc2C1c1cccnc1 (stereo not given) | 6.3 | -5.6%
CCN1CCN(Cc2nnnn2C(C)(C)C)CC1 | nt | 1.9%
C=CCSc1nc(-c2ccccc2)c2cc(Cl)ccc2n1 | 10.5 | -0.2%
Cc1ccc(C(=O)N/C(=C/c2ccco2)C(=O)NCCc2c[nH]c3ccccc23)cc1 | -16.0 | 1.0%
O=c1c2ccccc2[nH]c(=S)n1C1CCCCC1 | nt | -1.7%
Cc1cnc(C)c(N(C)NC(=S)Nc2ccccc2)n1 | 4.0 | 3.2%
CCOC(=O)N1CCN(C(=O)CCc2ccc(S(=O)(=O)NCCc3ccccc3)cc2)CC1 | -4.0 | -5.0%
CCN1CCN(Cc2ccc(NC(=O)c3cc(NC(=O)c4nccnc4N)cc(OC)c3)cc2C(F)(F)F)CC1 | nt | -8.1%
Cc1cccc(NC(=S)NCCN(C2CCCCC2)C2CCCC2)c1 | -6.0 | 1.9%
COc1ccc(CCNC(=O)CSc2n[nH]c(C)c2[N+](=O)[O-])cc1OC | -9.8 | -2.2%
NS(=O)(=O)c1ccc(NC(=O)COc2ncnc3sccc23)cc1 | -3.9 | 0.4%
CC(C(=O)Nc1ccccc1-c1ccccc1)N1CCOCC1 (stereo not given) | nt | 3.3%
Cn1c(=O)c2c(nc(NCC(O)CO)n2CCc2ccccc2)n(C)c1=O (stereo not given) | -5.1 | -1.0%
CSc1nnc(CSc2cc(C)nc(N(C)C)n2)o1 | 13.1 | -4.3%
COc1cccc(Cn2cnc3c(NS(=O)(=O)c4cccc(Cl)c4Cl)c(C)c(C)cc32)c1 | nt | -1.0%
c1ccc(-c2noc(CN3CCN(c4cnccn4)CC3)n2)cc1 | nt | -4.3%
COC(=O)c1ccc(CSc2nncn2N)cc1 | -6.2 | -2.5%

Reformatted: entries from further up.
compound: COc1ccc(CCNC(=O)CSc2n[nH]c(C)c2[N+](=O)[O-])cc1OC
  RmlCD inh 1536: -9.8 | GlmU inhibition: -2.2%
compound: NS(=O)(=O)c1ccc(NC(=O)COc2ncnc3sccc23)cc1
  RmlCD inh 1536: -3.9 | GlmU inhibition: 0.4%
compound: CC(C(=O)Nc1ccccc1-c1ccccc1)N1CCOCC1 (stereo not given)
  RmlCD inh 1536: nt | GlmU inhibition: 3.3%
compound: Cn1c(=O)c2c(nc(NCC(O)CO)n2CCc2ccccc2)n(C)c1=O (stereo not given)
  RmlCD inh 1536: -5.1 | GlmU inhibition: -1.0%

Other structures follow.
structure | RmlCD inh 1536 | GlmU inhibition
COc1ccc2c(CC(=O)NCc3cccs3)coc2c1 | 1.7 | 0.8%
Cc1cc(NC(=O)CSc2nncn2-c2ccccc2)no1 | -4.2 | -4.4%
O=C1N=C(c2ccccc2)S/C1=C\c1cccs1 | nt | 8.8%
Cc1ccc(O)c(C2=Nc3ccccc3N=C(c3ccc([N+](=O)[O-])cc3)C2)c1 | -2.9 | -0.8%
CCOc1ccc(C(CCc2ccccc2)NC(=O)c2ccccc2OC)cc1OCC (stereo not given) | 39.0 | -2.8%
CC(Oc1ccccc1)C(=O)N=Nc1c(O)[nH]c2ccc([N+](=O)[O-])cc12 (stereo not given) | 4.8 | 1.4%
Oc1c(Br)cc(/C=N/NC(=S)NCC2CCCO2)cc1Br (stereo not given) | nt | -8.5%
COc1ccc(C(CNC(=O)c2ccccc2C)N2CCCC2)cc1 (stereo not given) | 1.0 | 3.9%
N#CCCn1cc(C(=O)O)c(-c2cccs2)n1 | 10.9 | -6.1%
COc1ccc(-c2c[n+]3c(n2-c2ccccc2)SCC3)cc1 | -7.4 | -0.1%
CC(NC(=O)Cn1nnc(-c2ccncc2)n1)c1ccccc1 (stereo not given) | nt | 0.7%
CCCCNC(=O)C1CCC(CNc2nc(=S)[nH]c3ccccc23)CC1 (stereo not given) | 5.6 | -3.5%
COc1ccc(/C(N)=N/OC(=O)c2ccco2)cc1OC | 6.8 | 1.4%
CCOC(=O)Cn1c(=O)oc2cc(S(=O)(=O)NCc3cccs3)ccc21 | nt | -7.4%
CCNc1nc(CN2CCOCC2)nc2sc3c(c12)CCC3 | 9.9 | 4.2%
Cc1ccc(N=C(N)N=C(N)N)cc1 | -0.5 | -4.0%
COC(=O)/C=C1\S/C(=N/NC(=O)c2ccccc2)NC1=O | 10.8 | 0.4%
O=C(NCCCn1ccnc1)c1ccc(S(=O)(=O)N2CCOCC2)cc1 | -8.6 | -5.0%
CC(C)(C)c1ccc(C(=O)C2CCCN(C3CCC3)C2)cc1 (stereo not given) | 0.1 | -7.3%
Cn1ccnc1SCCNC(=O)CCc1nnc(CCCCc2ccccc2)o1 | -5.6 | 1.4%
N#CCOC(=O)/C=C/c1ccc2c(c1)OCO2 | 3.8 | -1.6%
Cc1cc(C)c(NC(=O)/C=C\C(=O)O)c(Cl)c1 | -0.9 | 8.2%
C=CCn1c(CNC(=O)c2ccco2)nnc1SCC(=O)N1c2ccccc2Sc2ccccc21 | nt | -1.0%
CC(CCc1ccccc1)NC(=O)c1cccs1 (stereo not given) | 6.2 | 0.7%
O=C(NCc1ccccc1)c1cccc(OCC(=O)N2CCN(C(=O)c3ccco3)CC2)c1 | -3.0 | 7.8%
O=C(C1CC1)N(Cc1ccco1)c1nc(-c2ccccc2)cs1 | nt | -4.6%
O=C(Nc1cc(Cl)cc(Cl)c1)N1CCCC1 | 0.5 | 3.5%
Cc1ccn2c(C(=O)CSc3ccc(Cl)cc3Cl)c(C)nc2c1 | nt | 2.7%
Cc1ccc(OCC(=O)N2CCN(S(=O)(=O)c3ccccc3)CC2)c([N+](=O)[O-])n1 | 8.2 | -5.4%
Cc1ccc(-n2c(C)cc(/C=C3\C(=O)NC(=O)N(C)C3=O)c2C)cc1C | -10.9 | -0.7%
COc1cc(OC)cc(C(=O)N2CCN(C(=O)c3cccc(F)c3)CC2)c1 | nt | -4.0%
CS(=O)(=O)c1ccc(SCC(=O)NC2CCS(=O)(=O)C2)c([N+](=O)[O-])c1 (stereo not given) | -5.1 | -0.5%
NC(Cc1nc2ccccc2[nH]1)c1ccc(Cl)cc1 (stereo not given) | 2.7 | 1.9%
O=C(Nc1ccc(N2CCCCC2)c(Cl)c1)c1ncn[nH]1 | nt | -0.3%
CCOC(=O)c1[nH]c2cc3c(cc2c1NC(=O)CN1CCc2ccccc2C1)OCO3 | 1.4 | nt
CCN(CC)C(=O)c1c(-c2ccccc2)oc2ccc(OC)cc12 | nt | -3.5%
Cc1cccc(C)c1NC(=O)C1(NC(=O)c2cnccn2)CCCCC1 | 11.3 | -6.9%
NS(=O)(=O)c1ccc(NC(=O)COC(=O)CCNC(=O)NC23CC4CC(CC(C4)C2)C3)cc1 | nt | 1.2%
CC1CN(Cc2nc3c(c(=O)n(C)c(=O)n3C)n2CCCO)CC(C)O1 (stereo not given) | nt | 1.8%
CCOc1ccccc1-n1nnnc1SCC(=O)NCc1ccco1 | -10.8 | -3.7%
CS(=O)(=O)N(CC(=O)NC1CC2CCC1C2)c1ccc(Oc2ccccc2)cc1 (stereo not given) | 5.0 | 6.1%
O=C(Cc1cccs1)N(c1ccccc1)C1C=CS(=O)(=O)C1 (stereo not given) | 10.5 | -4.3%
Cc1ccc(/C=N/NC(=O)C[n+]2ccccc2)s1 | -17.6 | 1.6%
O=C(Nc1ccc(S(=O)(=O)NC2CCCC2)cc1)c1cnccn1 | 9.2 | -1.3%
COc1ccc(C)cc1S(=O)(=O)N(C)CC(=O)NCc1ccco1 | 17.1 | 4.8%
NC(=O)c1ccccc1N/C=C/C(=O)c1ccc(Cl)cc1 | -7.4 | 4.5%
CSCC[C@H](NC(=O)CC(C)(C)C)c1nc2ccccc2[nH]1 | 39.0 | -5.8%
CC1(C)CNC(=O)CC(C)(C)N1O | 6.8 | 3.5%
CN1CCN(Cc2nc3ccccc3c(=O)n2Cc2nc(-c3ccc4ccccc4c3)cs2)CC1 | 10.2 | -7.6%
COc1ccccc1NC(=O)c1cc2c(=O)n(C)c3ccccc3c2n1C | -6.4 | 3.6%
Cc1nc2cc3sc(C)nc3cc2s1 | 9.7 | 6.9%
O=C(Nc1cnn(Cc2ccccc2)c1)c1cc2nc(-c3ccco3)cc(C(F)(F)F)n2n1 | -7.8 | 1.2%
O=C(Cn1nnc2ccccc21)OCC(=O)c1ccccc1 | nt | 5.2%
CC(NC(=O)c1ccc(Cl)cc1Cl)C(c1ccccc1)N1CCOCC1 (stereo not given) | -13.3 | 2.6%
O=C(CSc1nnc(-c2cccs2)n1-c1ccccc1)NCc1ccc2c(c1)OCO2 | -3.2 | 4.6%
CCOc1ccc(Cl)cc1S(=O)(=O)N1CCN(c2ccc(F)cc2)CC1 | 7.9 | 1.8%
COc1cccc(/C=N\NC(=O)c2ccc(Cn3cc(Br)c([N+](=O)[O-])n3)o2)c1O | -7.5 | -3.9%
CCOC(=O)c1ccc(COC(=O)CNS(=O)(=O)c2ccccc2)cc1 | nt | -3.9%
COc1ccc(-c2nnc(SCC(=O)Nc3cc(C)on3)n2N)cc1OC | -9.2 | -2.1%
Nc1nc2n(n1)C(c1ccccc1)CC(c1ccc(F)cc1)N2 (stereo not given) | -3.2 | -0.9%

Going on with the list.
structure | RmlCD inh 1536 | GlmU inhibition
Cc1cccc(NS(=O)(=O)c2ccc(C)c(C(=O)OCC(=O)Nc3cc(C)on3)c2)c1 | -2.9 | 6.3%
O=C(O)c1cc(N=Nc2c(O)ccc3ccccc23)cc(C(=O)O)c1 | nt | 25.6%*
C=CCN(CC=C)Cc1c(O)ccc2c1oc(=O)c1ccccc12 | nt | -2.2%
COCCCN=Cc1c(C)[nH]n(-c2ccc(Br)cc2Br)c1=O | -1.0 | -2.1%
Cc1ccc(C)c2nc(SCC(=O)Nc3ccc4c(c3)OCO4)c(C#N)cc12 | 0.7 | 0.7%
O=C(O)c1cc([N+](=O)[O-])ccc1NCCCc1ccccc1 | nt | 7.0%
O=C(O)CC/C(=N/Nc1ncc(C(F)(F)F)cc1Cl)C(=O)O | 10.6 | -2.9%
O=S(=O)(/C(=C/c1ccc(C(F)(F)F)cc1)c1nc2ccccc2[nH]1)c1ccccc1 | -4.9 | 1.4%
Cc1ccc(OC(C)C(=O)Nc2ccc(C)c(S(=O)(=O)Nc3ccc(C)cc3C)c2)cc1 (stereo not given) | -6.3 | -2.5%
N/C(=N\OC(=O)CCCCCN1C(=O)c2ccccc2C1=O)c1ccccn1 | nt | -2.5%
CC(C)COP(=O)(c1ccc(N(C)C)cc1)C(O)c1ccccn1 (stereo not given) | 4.0 | -3.4%
CCCOc1ccc(/C=C/C(=O)NCc2ccccc2)cc1 | -5.7 | 6.7%
Cc1ccc(/C=N/NC(=O)Cn2nccc2C)o1 | nt | -4.2%
CN(C)CCN1C(=O)C(=O)/C(=C(/O)c2ccc(F)cc2)C1c1ccccc1 (stereo not given) | 8.9 | 4.1%
COc1ccc(NC(=O)NC(C)C2CC3CCC2C3)cc1 (stereo not given) | -18.2 | -4.0%
N#CC1(C#N)[C@@H](C(=O)C23CC4CC(CC(C4)C2)C3)C12CCOCC2 | -13.4 | -4.7%
Cc1c(-c2c(C#N)c(N)nc3c2CCCCCC3)cnn1C | -3.6 | -0.9%
CCn1cc(C2C(C(=O)Nc3cc(C)ccn3)=C(C)NC3=C2C(=O)CC(C)(C)C3)c(C)n1 (stereo not given) | nt | 7.2%
O=C(COc1ccccc1)Nc1ccc2c(c1)nc1n2CCOC1 | nt | 2.1%
CC(=O)NCC1COc2ccccc2O1 (stereo not given) | 28.3 | 0.9%
O=C(/C=C/c1ccc(F)cc1)c1ccccc1Br | 10.5 | -3.7%
Cc1ccccc1C(=O)Nc1ccc(N2CCN(C)CC2)nc1 | -11.6 | 7.3%
CCOC(=O)C1CCCN(C(=O)Nc2ccccc2)C1 (stereo not given) | nt | 0.1%
Cn1c(SCc2nnc(-c3ccccc3)o2)nc2ccccc21 | 15.7 | -4.4%
C#CCOCCOCCOCCNc1nc(N2CCN(C(=O)[C@H](CCCCN)n3cc([C@@H](N)CC(C)C)nn3)CC2)nc(N2CCN(C(=O)[C@H](Cc3cc4ccccc4[nH]3)n3cc([C@@H](N)Cc4ccc(O)cc4)nn3)CC2)n1 | nt | -14.4%
CCOC(=O)CCSCC(=O)Nc1nnc(C)s1 | -3.9 | -2.3%
CCCN1CNC(=S)N(c2cccc(C)c2C)C1 | nt | -5.4%
Cc1cc([N+](=O)[O-])c(C(C)(C)C)cc1N | -1.5 | 3.0%
CC(=O)Nc1ccccc1OCc1nnc(-c2ccc(Cl)cc2)o1 | -4.3 | 0.6%
O=C(CNc1ccc2ccccc2c1)N/N=C/c1ccc(C(=O)O)cc1 | 4.9 | -2.5%
COCCN1C(=O)C(O)=C(C(=O)c2cccs2)C1c1ccccc1 (stereo not given) | 1.7 | -0.8%
COc1ccc(-n2c(O)c(C=NCc3ccccn3)c3ccccc3c2=O)c(OC)c1 | -19.5 | -1.3%
Cc1ccsc1/C=N/n1c(-c2ccncc2)n[nH]c1=S | -8.2 | 5.2%
O=C(COc1ccccc1)Nc1ccccc1Oc1ccccc1 | -10.7 | 5.0%
CN(CCOc1ccccc1)CC(=O)Nc1ccc(Cl)cc1[N+](=O)[O-] | 10.4 | -4.7%
O=C1CSc2ccccc2N1Cc1ccccc1F | 0.8 | -2.8%
CC(C)CCNC1=NCCCCC1 | 9.6 | 2.0%
CCCCCCCCCC(=O)NNC(=O)c1c(O)c2ccccc2n(CCC)c1=O | 46.7 | -3.0%
